Screening data from PubChem BioAssay.
Hsp70 inhibitors: small molecules displacing fluorescent ligand from Hsp70 – biochemical, fluorescence polarization, primary screen (AID 583); Hsp70 fluorescence polarization probe displacement, mP; higher % means a stronger effect; one-dose displacement, % at 20 µM; IC50 in µM for titrated hits; actives 0.06% (n = 140,000); in the data active = displacement above about 50%;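 note: plate controls were vehicle for no effect and reference ligand for full effect; a part of the inactive calls stands beside numbers as strong as those of hits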
Rat MKP-3 inhibitors: inhibition of rat DUSP6 enzyme activity – biochemical, in vitro, primary screen (AID 425) | inhibition, % at 20 µM, or IC50 in µM where a hit was titrated | recombinant MKP-3 phosphatase activity, fluorescence; higher % means a stronger effect | actives 0.17% (n = 110,000); in the data active = inhibition above about 50%;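 note: plate controls were vehicle for no effect and reference inhibitor for full effect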
Starred values were filed as active, the others as inactive; x = not tested or not shown; & = joins results of further samples. Some of the compounds tested; count on the stated rates, not on these rows.

SMILES	Hsp70 inhibitors	Rat MKP-3 inhibitors
COc1ccc(N(CC(=O)Nc2ccc3c(c2)OCO3)S(=O)(=O)c2c(C)nn(C)c2C)cc1	-3.2%	-2.9%
CCOC(=O)N1CCC(NC(=O)c2cnn3cccnc23)CC1	-2.6%	3.3%
O=c1[nH]c(/C=C/c2ccco2)nc2ccccc12	1.5%	2.8%
COc1ccc(C2CC(C(F)(F)F)n3nc(C(=O)N4CCN(Cc5ccccc5)CC4)cc3N2)cc1 (centres undefined)	-4.7%	0.8%
O=S(=O)(O)C1CCNCC1	-3.8%	x
CC(=O)Nc1ccc(C(=O)CS(=O)(=O)c2ccc(C)cc2)cc1	1.7%	-0.3%
CC(C)C(NC(=O)c1ccccc1)C(=O)NCc1ccccn1 (centres undefined)	-3.2%	2.4%
Cc1ccc(N(CC(=O)N2CCCC2)S(=O)(=O)c2ccc(F)cc2)cc1	-3.6%	5.7%
Cc1nnc(SCCC(=O)Nc2nc(-c3ccccc3)ns2)s1	-4.6%	-8.8%
COc1ccc(C(=O)Oc2ccc([N+](=O)[O-])cc2)cc1S(=O)(=O)N1CCOCC1	-24.2%	-2.2%
O=C(c1ccccc1F)N1CCN(c2ccc(C(F)(F)F)cc2[N+](=O)[O-])CC1	-1.6%	1.9%
O=C1CC(C(=O)Nc2nccs2)C(c2ccccc2)O1 (centres undefined)	5.8%	x
C=CCN1C(=O)/C(=C/c2ccc(O)c(OC)c2)S/C1=N\c1nnc(CC)s1	0.6%	2.9%
CC(C(=O)N1CCOCC1)N1C(=O)c2ccccc2C1=O (centres undefined)	1.8%	1.8%
COc1ccc(S(=O)(=O)N2CCN(Cc3cccc(C)c3)CC2)cc1	-5.9%	2.5%
CC(=O)Oc1ccc(/C=c2/sc3nc(-c4ccc(C(C)(C)C)cc4)nn3c2=O)cc1	-6.8%	2.7%
Cc1cc(I)ccc1NC(=O)COc1cccc(C)c1C	2.3%	4.7%
Cn1c(C(=O)N2CCN(C(=O)c3ccco3)CC2)cc2c(=O)n3ccccc3nc21	-1.1%	-2.7%
CCOC(=O)c1sc(NS(=O)(=O)c2ccccc2)nc1C	-6.7%	x
CCOC(=O)C(C)n1cnc2c(cnn2-c2ccc(Cl)cc2)c1=O (centres undefined)	2.9%	-6.0%
COc1ccccc1N(CC(=O)NCc1ccncc1)S(=O)(=O)c1ccccc1	-5.6%	1.5%
COc1ccc(N=Cc2ccc([N+](=O)[O-])s2)c([N+](=O)[O-])c1	-0.5%	0.2%
COc1ccc(C2CC(=O)N3CN(c4ccc(C)c(Cl)c4)CSC3=C2C#N)cc1 (centres undefined)	-8.2%	-4.8%
O=C(NC(C(=O)c1ccccc1)N1CCOCC1)c1ccco1 (centres undefined)	1.6%	-0.2%
COc1ccccc1C1=NOC(Cn2c(=O)c3c(ncn3C)n(C)c2=O)C1 (centres undefined)	5.9%	-6.1%
CC12C(=O)C(C)(C(c3ccccc3)=C1c1ccccc1)C1C(=O)N(c3ccc(Cl)cc3)C(=O)C12 (centres undefined)	0.4%	-0.4%
Nc1cc(=O)[nH]c(SCC(=O)Nc2ccc(F)c(Cl)c2)n1	-2.0%	x
CCCSC1=C(C#N)C(c2ccc(O)c(OC)c2)CC(=O)N1 (centres undefined)	-2.0%	-0.7%
C/C(=N\NS(=O)(=O)c1ccc(C)cc1)c1cc2ccccc2oc1=O	-1.7%	1.3%
COc1ccc(-n2c3c(cc(C(=O)Nc4ccc5c(c4)C(=O)NC5=O)c2=O)C(=O)CCC3)cc1	-2.5%	-2.4%
CCS(=O)(=O)N1CCN(C(=O)CCC2CCCC2)CC1	5.5%	-5.8%
Cc1cc(C)nc(Nc2ncc(O)n2-c2ccc(C)c(C)c2)n1	-5.3%	x
COc1ccc(S(=O)(=O)Nc2ccccc2Br)cc1	-0.8%	0.2%
CCc1c(C)sc(NC(=O)c2sc3ccccc3c2Cl)c1C#N	-0.8%	-0.5%
CCN(CC)C(=O)CSC1=C(C#N)C(c2cccs2)C=C(C)N1 (centres undefined)	-2.7%	9.2%
COc1ccc(N(CC(=O)NCc2cccnc2)S(=O)(=O)c2ccccc2[N+](=O)[O-])c(OC)c1	-0.9%	-4.1%
C=CCNC(=O)c1snnc1-c1ccccc1	3.3%	x
Cc1c(C(=O)Nc2ccc(Cl)cn2)oc2ccccc12	-2.0%&0.1%	-15.4%&6.3%
CC1(C)N=C(SCC(=O)Nc2ccc(Cl)cc2Cl)C(c2ccccc2)=N1	-2.9%	x
O=C(Nc1ccc2ccccc2c1)Nc1ccc2snnc2c1	-2.2%	x
O=C(NC1CCCC1)c1cccc(S(=O)(=O)N2CCCCC2)c1	6.7%	-2.4%
O=C(CSc1ncnc2c1oc1ccccc12)Nc1ccccc1F	2.7%	-3.9%
Cc1cc(Br)ccc1S(=O)(=O)n1ccnc1C	1.0%	2.4%
O=C(O)c1cc2nc(-c3ccccc3)cc(C(F)(F)F)n2n1	0.7%	-1.6%
O=C(NCCCNc1ccc([N+](=O)[O-])cc1)c1ccc(Cl)cc1Cl	-0.6%	1.5%
CCC(c1nnnn1C(C)(C)C)N1CCN(C2CCCC2)CC1 (centres undefined)	4.1%	0.9%
COCc1cc(C)nc2sc(C(=O)N3CCCCC3)c(N)c12	4.4%	x
Cc1ccccc1CN1CCN(C/C=C/c2ccccc2)CC1	-7.0%	x
NC(=O)c1c(NC(=O)c2ccc(F)cc2)sc2c1CCCC2	0.0%	-1.5%
CCCOC(=O)C1=C(C)OC23OC(N)=C(C#N)C12C(=O)c1ccccc13 (centres undefined)	3.1%	x
Cn1nc([N+](=O)[O-])nc1N1CCN(c2ccc(F)cc2)CC1	2.7%	x
Cc1c(Cl)cccc1Nc1nc(N)nc(CSCCO)n1	3.8%	-1.6%
O=c1c2c(nc3cc(-c4cccc(F)c4)[nH]n13)CCS2	-1.6%	1.9%
COc1ccc(CCC(=O)C2(O)CCCCC2)cc1	-0.8%	0.7%
COC(=O)CSc1nnc2n(C3CCCCC3)c(=O)c3c4c(sc3n12)CCCC4	x	0.9%
O=C(c1cnn2c(C(F)F)cc(-c3ccccc3)nc12)N1CCOCC1	-2.0%	0.7%

Other structures
SMILES	Hsp70 inhibitors	Rat MKP-3 inhibitors
CCN(CC)S(=O)(=O)c1cc(F)ccc1OC	-4.8%	x
COc1cc(/C=N/n2nnnc2N)ccc1OCc1c(C)no[n+]1[O-]	-1.8%	3.1%
Cc1ccc(/C=N/N=C2\NC(=O)C(C)S2)cc1 (centres undefined)	-0.3%	-4.4%
O=C1N2CCSC2=NC1(NS(=O)(=O)c1ccccc1)C(F)(F)F (centres undefined)	-3.1%	1.4%
COc1cc(C(=O)N2CCCC(c3nc(-c4cccs4)no3)C2)cc(OC)c1OC (centres undefined)	-3.0%	2.0%
CCOC(=O)C(Cc1ccccc1)NC(=O)CCc1c(C)nc2nc(C)nn2c1C (centres undefined)	-2.7%	x
Cc1ccc(CN2CC34C=CC(O3)C(C(=O)NCc3ccco3)C4C2=O)cc1 (centres undefined)	-2.3%	-1.3%
Cc1noc(C)c1CSc1nnc2c(C)cc3ccccc3n12	1.6%	6.0%
O=C(C(Cc1ccccc1)n1cccc1)N1CCCCCC1 (centres undefined)	-0.2%	0.1%
CCCn1c(CNS(=O)(=O)c2ccc(C)cc2)nc2ccccc21	x	-2.3%
CCCCC(=O)Nc1nc(C)c(C(C)=O)s1	-1.2%	-5.3%
Cc1ccc(-c2nnn(CC(=O)N(CC(=O)NCC3CCCO3)c3ccc(F)c(Cl)c3)n2)o1 (centres undefined)	1.9%	-1.2%
Cc1ccc(-n2c(Cc3cccs3)nnc2SCC(=O)Nc2ccc(S(N)(=O)=O)cc2)cc1	0.6%	-15.5%
O=C(Nc1nncs1)c1ccc(Br)c(S(=O)(=O)N2CCCC2)c1	0.8%	-3.6%
O=C(Nc1ccc(Cl)c([N+](=O)[O-])c1)C(c1ccccc1)c1ccccc1	1.5%	0.0%
O=C(CCN1C(=O)c2ccncc2C1=O)Nc1ccc(F)cc1	-6.2%	x
CCCC12CN3CC(CCC)(CN(C1)C3C(O)C(O)C(O)CO)C2=O (centres undefined)	4.4%	-1.6%
CC(=O)Oc1ccc(/C=C2\SC(=S)NC2=O)cc1	16.9%	0.5%
C=CCOC(=O)C1=C(C)Nc2nnnn2C1c1ccc(OC)cc1OC (centres undefined)	0.8%	x
CCOC(=O)N1CCN(S(=O)(=O)c2ccc(OCC)c3ccccc23)CC1	-5.4%	2.9%
O=C(COC(=O)c1cccc(S(=O)(=O)N2CCN(c3ccccc3)CC2)c1)NCc1ccco1	5.2%	-15.1%
Cc1ccc(C(=O)Nc2ccccc2Br)cc1	2.1%	-5.6%
O=C(CCCOc1ccc(Cl)cc1Cl)N1CCc2ccccc2C1	4.9%	x
CC1CCc2c(sc(N)c2C(=O)Nc2ccccc2Cl)C1 (centres undefined)	-6.0%	6.4%
O=C1CCCCCN1CP(=O)(O)CN1CCOCC1	1.2%	-4.9%
Cc1ccc(CCNC(=O)c2ccc(CS(=O)(=O)Cc3ccccc3F)o2)cc1	-2.2%	x
CCOC(=O)c1c(NC(=O)CSc2nnc(-c3ccc(OC)cc3)o2)sc2c1CCC2	7.0%	-5.1%
C=CCn1c(COc2ccccc2F)nnc1SCC(=O)NC(=O)NCc1ccco1	2.2%	3.1%
CN1C(c2ccccc2)CC(O)(C#Cc2ccccc2)CC1c1ccccc1 (centres undefined)	0.4%	7.7%
C=CCNC(=O)C1CCN(S(=O)(=O)CC)CC1	1.9%	-9.8%
C=CC(=O)Nc1ccc2c(c1Oc1ccc(C(C)(C)C)cc1)C(=O)c1ccccc1C2=O	-4.1%	2.4%
COc1ccc(C(=O)Nc2ccc(S(=O)(=O)N3CCOCC3)cc2)cc1OC	7.7%	-11.1%
CCOC(=O)c1c(NC(=O)CSc2nnc(-c3ccncc3)n2Cc2ccco2)sc(C)c1C	2.3%	x
CC1(C)Oc2ccc3ccc(=O)oc3c2/C(=C/N)C1=O	-1.6%	-6.0%
O=C(CN(c1cccc(Cl)c1)S(=O)(=O)c1ccccc1)NC12CC3CC(CC(C3)C1)C2	-4.0%	4.2%
CC(=O)N(CC(=O)O)c1ccccc1C(=O)O	x	0.0%
O=C(NCc1ccccc1Cl)C1CCCN(S(=O)(=O)c2cccc3nsnc23)C1 (centres undefined)	2.7%	x
CCc1nc(SCC(=O)c2ccc(C)c(C)c2)n[nH]1	0.1%	-9.1%
O=C(NCCCN1CCOCC1)c1cnn2c(C(F)(F)F)cc(-c3cccs3)nc12	2.6%	0.9%
CCOC(=O)c1c(NC(=O)c2ccc(Cl)s2)sc2c1CCC(C)C2 (centres undefined)	-4.0%	2.7%

Ordered by SMILES length (smallest number first): part of the list above
SMILES	Hsp70 inhibitors	Rat MKP-3 inhibitors
CC(=O)N(CC(=O)O)c1ccccc1C(=O)O	x	0.0%
CCc1nc(SCC(=O)c2ccc(C)c(C)c2)n[nH]1	0.1%	-9.1%
O=C(NCc1ccccc1Cl)C1CCCN(S(=O)(=O)c2cccc3nsnc23)C1 (centres undefined)	2.7%	x
O=C(NCCCN1CCOCC1)c1cnn2c(C(F)(F)F)cc(-c3cccs3)nc12	2.6%	0.9%

Going on with the list:
SMILES	Hsp70 inhibitors	Rat MKP-3 inhibitors
COc1ccc(NC(=O)C2CCCN(S(=O)(=O)c3cnc[nH]3)C2)cc1 (centres undefined)	-1.1%	-4.6%
Cc1cccc(C)c1OCC(=O)Nc1ccccc1	6.4%	-1.5%
OC(COc1ccc2cc(Br)ccc2c1)CN1CCCC1 (centres undefined)	3.8%	-13.7%
O=C(COc1ccccc1O)Nc1ccc(Cl)cc1	-4.1%	-9.0%
CNc1nc2c(c(=O)n(C)c(=O)n2C)n1Cc1ccccc1	0.5%	0.3%
COc1cc(C(=O)NCCOc2ccc(C)cc2)cc(OC)c1OC	-3.2%	4.2%
CCn1cc(C2=NOC(C(=O)Nc3cc(C)nn3-c3ccccc3)C2)c(C)n1 (centres undefined)	6.4%	-5.5%
C=CCn1c(SCC(=O)Nc2cc(NC(C)=O)ccc2OC)nnc1-c1ccccn1	3.5%	1.1%
CCOC(=O)CCC(=O)N1CCNC(=O)C1	-4.0%	-6.7%
Cc1ccc2nc(-c3ccc(NC(=O)CN4CCN(C(=O)c5ccco5)CC4)cc3)sc2c1	-5.7%	-10.3%
O=C(O)C1CCN(c2ncccn2)CC1	-4.7%	5.9%
CCc1ccc(/C(C)=N/Nc2cc(-n3cc(C)cn3)ncn2)cc1	-43.7%	-0.5%
Cc1ccc(C(=O)O)cc1N1C(=O)c2ccc(Oc3cccc([N+](=O)[O-])c3)cc2C1=O	1.9%	0.8%
Cc1ccc(CNc2ccc3c(c2)OCO3)c(C)c1	24.2%	2.6%
Cc1ccc(Nc2cc(N3CCOCC3)c(N)c3c2C(=O)c2ccccc2C3=O)cc1	0.4%	2.2%
CCS(=O)(=O)N1CCCC(C(=O)NCC2CCCO2)C1 (centres undefined)	-4.5%	-0.1%
O=C(CCNc1n[nH]c(=O)[nH]c1=O)N/N=C/c1ccc(C(F)(F)F)cc1	0.1%	1.2%
Cn1nc(C(=O)Nc2ccc(S(=O)(=O)N3CCCC3)cc2)ccc1=O	4.5%	4.0%
Cc1cc(C(C#N)c2ccccc2)n2ncnc2n1 (centres undefined)	-0.8%	2.8%
O=c1[nH]c(=O)n(Cc2ccccc2)cc1Cl	-0.1%	-0.8%
